HttQ103 aggreg: mutant huntingtin aggregation inhibition | PC12 HttQ103-GFP aggregates, Acumen cytometry, 40 h | Potency, µM (highest dose often 46.1 µM), inactives show at the highest dose activity change, negative = inhibition, most hits filed as inhibitors | 220,000 tested, 1.1% active; also: potency is read from the fitted curve at half-maximal effect; % is scaled to controls: 0 for no effect and ±100 for the full control effect; nearly all actives have a fitted effect of over 60% in size
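Aggregate formation scored by laser-scanning cytometer (488 excitation, 500–530 emission) in lysed PC12 cells expressing Q103-GFP after 100 nM tebufenozide induction; library tested in dose series, with ATPLite reagent added in the multiplex.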
IMPase Li cell: cell-permeable IMPase inhibitors with lithium potentiation. Potency, µM (doses to about 59.4 µM), for inactives: at the top dose activity, negative = IMPase inhibition, hits mostly inhibitors. CHO-M1 cells, IP1 TR-FRET (IP-One), carbachol + lithium. 210,000 tested, 0.35% active;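 also: IP1 builds up when IMPase is blocked and the TR-FRET signal falls; potency is read from the fitted curve at half-maximal effect; plate controls were basal vehicle for no effect and high inhibitor control for full effect; nearly all actives have a fitted effect of over 50% in size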
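Test compounds were applied to CHO-M1 cells previously cultured for 16–30 h at 2000 per well. A small lithium amount accompanied them; after 30 min at 37C, IP1 was quantified by TR-FRET.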
Lamin A splicing: changes lamin A minigene splicing in HeLa cells. HeLa LMNA splicing GFP/RFP minigene ratio, 48 h. Potency, µM (highest dose often 46.1 µM), for inactives: at the highest dose ratio change, negative = inhibition, hits mostly inhibitors. 200,000 tested, 0.01% active; active = well fitted inhibition curve with a large enough effect in the signal ratio, with a control signal flat, not every such curve was filed as active; inconclusive = small, poorly fitted or top-dose-only effect, or effect the other way, or a change in a side signal; the % refers to the signal ratio; also: potency is read from the fitted curve at half-maximal effect; % is scaled to controls: 0 for no effect and ±100 for the full control effect
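S3 HeLa cells stably expressing lamin A-EGFP splicing minigene plus DsRed2, 600 cells/well, 48 h compound exposure at 37C. Laser-scanning cytometry; analysed as GFP (500-530 nm)/RFP (575-640 nm) total intensity ratio; 0.5% DMSO vehicle.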
SMN2 splice enh: SMN2 splice variant enhancement. HEK293 SMN2-luciferase splicing reporter, luminescence, 30-36 h. Potency, µM (highest dose often 46.1 µM), for the others: at the highest dose activity change, positive = activation, actives largely listed as activators. 210,000 tested, 2.8% active; also: potency is read from the fitted curve at half-maximal effect; % of control where 0% means no effect; nearly all actives have a fitted effect of over 55% in size
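qHTS luciferase splicing reporter: luminescence rises when SMN2 exon 7 is included in transfected HEK293 cells. Compound exposure lasted 30-36 h at 37C, with 4.5 mM final sodium butyrate as control, followed by a ONE-Glo read.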
CBFb-RUNX1 inh: CBF-beta/RUNX1 interaction disruption; Potency, µM (titrated, usually from 59.8 µM), inactives show top-dose activity, negative = inhibition, usual class: inhibitors; 230,000 tested, under 10 active; AlphaScreen CBFb-His/RUNX1-biotin binding, biochemical; also: % of control where 0% means no effect
Target sequence (Q01196 whole entry, looked up): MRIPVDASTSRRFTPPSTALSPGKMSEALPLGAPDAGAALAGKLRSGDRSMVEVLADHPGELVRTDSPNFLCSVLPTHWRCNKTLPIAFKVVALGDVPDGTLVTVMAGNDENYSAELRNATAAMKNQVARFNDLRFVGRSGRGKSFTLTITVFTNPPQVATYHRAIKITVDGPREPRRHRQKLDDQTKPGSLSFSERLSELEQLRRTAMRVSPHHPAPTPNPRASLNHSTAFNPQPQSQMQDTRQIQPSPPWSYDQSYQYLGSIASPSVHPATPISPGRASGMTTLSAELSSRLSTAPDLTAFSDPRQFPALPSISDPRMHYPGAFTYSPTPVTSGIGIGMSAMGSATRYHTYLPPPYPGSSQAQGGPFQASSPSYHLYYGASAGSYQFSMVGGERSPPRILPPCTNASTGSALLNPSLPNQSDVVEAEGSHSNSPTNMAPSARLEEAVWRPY
Target sequence (Q13951 whole entry, looked up): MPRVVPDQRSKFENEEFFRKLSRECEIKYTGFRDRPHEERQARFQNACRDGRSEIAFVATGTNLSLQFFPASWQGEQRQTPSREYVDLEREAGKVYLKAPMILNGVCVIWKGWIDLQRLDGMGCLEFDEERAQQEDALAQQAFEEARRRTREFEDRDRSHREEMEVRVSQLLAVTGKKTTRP
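AlphaScreen proximity signal reports loss of binding between His-tagged CBF-beta and biotin-labelled RUNX1, each at 30 nM. Proteins are pre-associated for 20 minutes, compounds added for 15 minutes, then beads for 90 minutes, all at ambient temperature.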
HTT ATP protect: cytoprotection in Huntington HTT-Q103 PC12 cell model; Potency, µM (doses to about 56.4 µM), for the others: cytoprotection (ATP increase), hits mostly activators; AID 1471; 230,000 tested, 0.14% active; PC12 HTT-Q103 induced, cytoprotection, ATP luminescence, 40 h;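 also: potency is read from the fitted curve at half-maximal effect; % of control where 0% means no effect; nearly all actives have a fitted effect of over 45% in size; toxic huntingtin expression switched on by the ecdysone agonist tebufenozide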
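Readout: ATPlite luminescence (ATP level). Model: stable PC12, inducible Htt exon1 Q103-GFP. Inducer: tebufenozide, 100 nM final. Compounds: dose series. No G418 in medium.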
KinaseGlo FLuc: counter-screen: inhibitors of Kinase-Glo firefly luciferase | Q27757 | Kinase-Glo luciferase, ATP luminescence, 8 min | Potency, µM (top dose mostly 38.3 µM), for inactives: at the top dose activity change, negative = inhibition, most hits filed as inhibitors | 200,000 tested, 0.28% active | AID 1379; also: potency is read from the fitted curve at half-maximal effect; % is scaled to controls: 0 for no effect and ±100 for the full control effect; nearly all actives have a fitted effect of over 60% in size
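Recombinant Kinase-Glo luciferase, 10 uM ATP (linear range), luciferin; imidazole pH 7.2 / KCl / MgCl2 / Tween / BSA buffer; 8 min RT; luminescence.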
Numbers without * were called inactive; ? = inconclusive; . = no result given; & = joins results of further samples; [ ] = another dose, or the depositor's remark. Unless noted, calls follow the shape of the dose curve; as a rule, active = well fitted curve in the direction sought with a large enough effect; inconclusive = small, poorly fitted or top-dose-only effect, or another doubt; inactive = no such curve, though single readings can be large; an effect the other way counts as inactive or inconclusive.

SMILES | HttQ103 aggreg | IMPase Li cell | Lamin A splicing | SMN2 splice enh | CBFb-RUNX1 inh | HTT ATP protect | KinaseGlo FLuc
COc1ccc(C(C)=O)cc1Cn1cnc2c(cnn2C)c1=O | -7%[9.22 µM] | . | . | . | -4% | 10%[10 µM] | .
CSC(=Nc1ccc(Cl)cc1)N[n+]1ccccc1 | 2% | 6% | ? | 10% | -1% | . | -2%
CC(C)C(=O)Nc1ccc2c(c1)C(=O)NC2=O | -3% | -5% | . | 0% | 6% | -24% | 1%
OC1(C#CCCN2CCCCC2)c2ccccc2-c2ccccc21 | -21% | 25% | . | . | 1% | -40%[inhibitor] | .
Cc1nn(CCC#N)c(NC(=O)c2ccc(Cl)cc2)c1P(=O)(Nc1ccc([N+](=O)[O-])cc1)N1CCOCC1 (configuration not stated) | 3% | 31%[38.3 µM] | -8% | 16% | -4% | 2% | -3%
CCOC(=O)/C(C#N)=C/c1cc2ccccc2nc1N1CCOCC1 | -19% | ? | 3% | -16% | 7% | 43%[10 µM] | -6%
Cc1cc(C)n2cc(CSc3ccccn3)nc2n1 | 10% | -3% | -20%[46 µM] | 3% | 9% | ? | 1%
Cc1ccc(CN2CCN(CCC(C)C)C(CCO)C2)s1 (configuration not stated) | 9%[9.22 µM] | 11% | 3%[46 µM] | . | 1% | 0%[10 µM] | 0%
O=C(OC[C@@H](O)CO)c1ccccc1Nc1ccnc2cc(Cl)ccc12 | -4%[20.6 µM] | 5% | -21% | -13%[20.6 µM] | -4%[21.7 µM] | -74%[inhibitor][17.1 µM] | 2%[17.1 µM]
O=C(NCc1cccs1)c1ccc([N+](=O)[O-])cc1Cl | 2% | 0% | -2% | 11% | 2% | -14%[10 µM] | -1%
OC(COc1cccc(OCC(O)CN2CCOCC2)c1)CN1CCOCC1 (configuration not stated) | -26%&-3% | 9%&12%[38.3 µM] | -14%&-7% | ? | 5%&11% | -7% | -2%&-1%
Cc1ccc(-[n+]2cc(=O)o[nH]2)cc1 | . | -1% | . | -20%[9.22 µM] | . | -4%[10 µM] | -1%[7.66 µM]
Cc1cc(NC(=O)c2sc(Nc3ccc(F)c(Cl)c3)nc2N)no1 | 18% | -6% | . | -15% | 2% | -52%[inhibitor] | -1%
O=C(N/N=C/c1cccc([N+](=O)[O-])c1)C1CC1c1ccccc1 (configuration not stated) | -12% | . | -4% | . | -4% | 27%[10 µM] | .
COC(=O)CSc1nc2ccc(C)cc2cc1C#N | -14% | 7% | ? | 2.8µM* | -1% | -57% | 0%
CCOc1ccccc1-n1c(C)cc(C=O)c1C | 21% | 14% | 20%[46 µM] | -5% | 1% | 16%[10 µM] | 0%
CCCN(CCC)C(=O)CSc1nc2ccccc2c(=O)n1CC1COc2ccccc2O1 (configuration not stated) | ? | 16%[38.3 µM] | 7% | -34%[inhibitor] | 0% | -61%[inhibitor] | -5%
CC1=C(C(=O)OC2CCCC2)C(c2coc3ccc(C)cc3c2=O)C2=C(CCCC2=O)N1 (configuration not stated) | 12% | 11% | . | . | -8% | -24% | .
CCCCC=O | . | -12% | . | -1% | 12%[21.7 µM] | 1% | .
O=[N+]([O-])c1ccc(C=Nc2cccc3ccccc23)s1 | 11%[9.22 µM] | 4% | ? | -2% | ? | 8%[10 µM] | 3%
Cc1nc(S(=O)(=O)N2CCOCC2)c(C#N)c(C)c1Cl | -15% | -1%[38.3 µM] | -2% | 0% | 4% | -9% | -3%
COC(=O)N/N=C/c1ccc(-c2cc(Cl)cc(Cl)c2)o1 | 4% | -6% | ? | -21% | 5% | . | -3%
O=C(CCN1CCCCC1)NCC1OCCc2ccccc21 (configuration not stated) | -22% | 16%[38.3 µM] | -7% | 25% | 7% | 5% | 0%
COc1ccccc1C(=O)Nc1ccc(C(=O)/C=C/c2cccs2)cc1 | -14% | 20% | ? | -15% | -14% | -7%[10 µM] | -1%
O=C(COC(=O)c1ccc([N+](=O)[O-])s1)Nc1ccccc1 | -24% | -7% | 11% | -4% | -8% | 11%[10 µM] | 1%
COCCn1c(C)cc(C(=O)COC(=O)c2cccc(O)c2)c1C | 3%[9.22 µM] | . | . | . | 2% | -2%[10 µM] | .
CCOC(=O)c1c(C)n(-c2ccc(OC)cc2)c2c(C/C(C)=N/O)c(Br)c(OC)c(O)c12 | -21% | 20%[38.3 µM] | 12% | 17% | 1% | -10% | -2%
COc1cc(C(=O)N/N=C(\Cc2ncc[nH]2)c2ccccc2)cc(OC)c1OC | ? | 2% | . | . | -24% | -140%[inhibitor] | .
CC(=O)O[C@H]1CC2(C)[C@@H](C[C@@H](O)[C@H]3[C@@]4(C)CC[C@@H](O)[C@@H](C)[C@@H]4CC[C@@]32C)C1=C(CCC=C(C)C)C(=O)O (some centres not stated) | . | 12% | ? | 7% | 4% | . | 0%
COCCN1CCN(Cc2cn(C)nc2-c2ccc(Oc3ccccc3)cc2)CC1 | 0%[9.22 µM] | . | . | . | -2% | 9%[10 µM] | .

Quoted from the listing (4 entries):
SMILES | HttQ103 aggreg | IMPase Li cell | Lamin A splicing | SMN2 splice enh | CBFb-RUNX1 inh | HTT ATP protect | KinaseGlo FLuc
CCOC(=O)c1c(C)n(-c2ccc(OC)cc2)c2c(C/C(C)=N/O)c(Br)c(OC)c(O)c12 | -21% | 20%[38.3 µM] | 12% | 17% | 1% | -10% | -2%
COc1cc(C(=O)N/N=C(\Cc2ncc[nH]2)c2ccccc2)cc(OC)c1OC | ? | 2% | . | . | -24% | -140%[inhibitor] | .
CC(=O)O[C@H]1CC2(C)[C@@H](C[C@@H](O)[C@H]3[C@@]4(C)CC[C@@H](O)[C@@H](C)[C@@H]4CC[C@@]32C)C1=C(CCC=C(C)C)C(=O)O (some centres not stated) | . | 12% | ? | 7% | 4% | . | 0%
COCCN1CCN(Cc2cn(C)nc2-c2ccc(Oc3ccccc3)cc2)CC1 | 0%[9.22 µM] | . | . | . | -2% | 9%[10 µM] | .

Further compounds:
SMILES | HttQ103 aggreg | IMPase Li cell | Lamin A splicing | SMN2 splice enh | CBFb-RUNX1 inh | HTT ATP protect | KinaseGlo FLuc
COc1cccc(CC(=O)NNC(=O)c2c(-c3ccccc3)noc2C)c1 | 0%[9.22 µM] | . | . | . | 1% | 2%[10 µM] | .
Cc1ccccc1CCN(C(=O)CN1C(=O)c2ccccc2S1(=O)=O)C(C(=O)NCC1CCCO1)c1ccncc1 (configuration not stated) | 16µM* | -3% | -8% | -8% | -3% | 22%[10 µM] | 4%
O=c1[nH]nnc2sc3c(c12)CCCC3 | 11µM* | -1% | 11% | 10% | 9% | 7%[10 µM] | -4%
CC(=O)Nc1ccc2c(c1)CCCC2=O | -29%[9.22 µM] | . | . | . | 1% | 30%[10 µM] | .
CCOc1ccc2nc(SCC(=O)Nc3nonc3C)[nH]c2c1 | -10%[9.22 µM] | 5% | 5%[9.22 µM] | . | 23% | -9%[10 µM] | -1%
O=C(/C=C/c1cccc([N+](=O)[O-])c1)c1ccccc1 | . | 0% | . | 15% | 7% | 20% | -2%
Cc1cc(Nc2n[nH]c(N)c2C#N)ccc1F | -2%[9.22 µM] | 3% | . | . | 5% | 8%[10 µM] | .
COc1ccc(CC(=O)NC(=S)Nc2ccc(S(N)(=O)=O)cc2)cc1 | 17% | -2% | -8% | -10% | -5% | -10%[10 µM] | 0%
COc1ccccc1OCCCn1c(=O)oc2ccc(C)cc21 | 5% | 0%[38.3 µM] | -3% | -9% | 6% | -12%[10 µM] | -3%
NC(=O)c1nc(C2CCCCC2)nc2c1[nH]c(=O)n2-c1ccc(F)cc1 | 4% | -4%[38.3 µM] | 11% | -13% | ? | -5% | 5%
CC(C)C(C)(C)C(C)(C)C(C)(C)S | . | 7% | . | -5% | 3%[21.7 µM] | 4% | .
CN(C)c1ccc(NC(=O)Nc2cccc(Cl)c2)cc1 | -26% | 38%[38.3 µM] | ? | 13µM* | ? | -27%[10 µM] | -2%
COc1ccc(OC)c(C(=O)c2ccc(C(=O)c3cc(OC)ccc3OC)cc2)c1 | ? | 46%[activator][38.3 µM] | -23% | 6% | 1% | -4% | -8%
C#CCCCCCCCCC(=O)NCCCC | 15% | 7% | -2%[9.22 µM] | 2% | 9% | -18% | -6%
COc1ccccc1NC(=O)Nc1cccc(NC(C)=O)c1 | -3%[9.22 µM] | . | . | . | 7% | -9%[10 µM] | .
Cc1nc(NC(=O)C2CC3CCCC(C2)C3=O)sc1C (configuration not stated) | -22% | 15%[38.3 µM] | 8% | . | -3% | -5%[0.074 µM] | 1%
Cc1cccc(C)c1NC(=O)C1(N2CCN(C(=O)c3ccco3)CC2)CCCCC1 | 6% | -1% | 1% | -7% | -2% | . | -1%
COc1ccc(S(=O)(=O)Nc2nc3ccccc3nc2NCc2ccc3c(c2)OCO3)cc1 | 6% | 13% | -8% | 9% | 2% | -6%[10 µM] | 4%
CC(Oc1ccc(Cl)cc1Cl)/C(N)=N/O (configuration not stated) | -1%[9.22 µM] | . | . | . | 6% | 23%[10 µM] | .
Cc1cc(C)cc(N2CCCn3c2nc2c3c(=O)n(CCN3CCOCC3)c(=O)n2C)c1 | -3% | 21%[38.3 µM] | -4% | -5% | 3% | -1% | 0%
NC(=O)NC(CC(=O)NCCCc1ccccc1)c1ccccc1Cl (configuration not stated) | -2% | 12% | ? | . | -15% | 1% | 0%
Cc1ccc(S(=O)(=O)NCCC(=O)NCc2ccc3c(c2)OCO3)cc1C | 3% | ? | -2% | -1% | -8% | -7% | 0%
O=C(CSc1nnc(-c2ccccc2)o1)c1nnc(-c2ccccc2)o1 | 12% | ? | 7% | 15% | -20% | 14%[4.97 µM] | -2%
Cc1ccc2[nH]c3c(c2c1)CN(C(=O)CN1CC(C)OC(C)C1)CC3 (configuration not stated) | -15% | 21%[38.3 µM] | -3% | -17% | 5% | 2% | 0%
O=S(=O)(c1ccc(F)cc1)N1CCN(c2ncnc3c2cnn3-c2ccccc2)CC1 | -10% | -13%[38.3 µM] | 6% | -40%[inhibitor] | 3% | -21% | -3%
COc1cc(C2c3sc(=O)[nH]c3SC3C(=O)N(c4ccc(Br)cc4)C(=O)C32)ccc1O (configuration not stated) | -4%[9.22 µM] | . | . | . | -14% | 11%[10 µM] | .
Cc1ccc(Nc2c(F)c(F)c(F)c(F)c2C(=O)O)c(C)c1 | -13% | -6% | . | 17% | -6% | -43%[inhibitor] | 2%
Cc1ccc(CS(=O)(=O)CCC(=O)NCc2ccc3c(c2)OCO3)cc1 | -16% | -1%[38.3 µM] | 6% | 7% | -6% | 3% | 0%
